Source: PubChem (The Scripps Research Institute Molecular Screening Center)
ADAM17 inh: inhibitors of human ADAM17. AID 720648. recombinant ADAM17, EDANS/DABCYL FRET peptide cleavage. inhibition, % at 6.95 µM. hit rate 0.83% among 370,000. P78536;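 active = inhibition above the mean of compounds lying between control limits plus 3 SD, set per campaign, cut at about 8.5% in these data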;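 also: 0% = DMSO-only wells as the low control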
KLK7 zymogen act: proKLK7 (human) activation, primary screen; purified proKLK7, EDANS-DABCYL substrate fluorescence; 100% is mature enzyme control, 0% vehicle; activation, % at 7 µM; hit rate 0.9% among 370,000; AID 652039; P49862;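 active = activation above the mean of all tested compounds plus 3 SD, computed per campaign excluding outliers beyond control limits, cut at about 13% in these data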
LEDGF integ inh: blocks HIV-1 LEDGF/p75-dependent DNA integration; TR-FRET IN-LEDGF/p75 DNA integration, Eu/Cy5; inhibition, % at 3.7 µM; hit rate 0.64% among 370,000; AID 743269;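 active = inhibition above the screen-wide mean plus 3 SD, cut at about 13% in these data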;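 also: signal is the Cy5 over europium emission ratio at 671 and 618 nm; 0% = plate median of compound wells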
ASAP1 GAP inh: ASAP1 ArfGAP inhibition | Q9ULH1 | ASAP1-stimulated ARF1 GTP hydrolysis, GDP FP detection | inhibition, % at 16.5 µM | hit rate 0.19% among 360,000; in the data active = inhibition above about 25%;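 also: 0% = vehicle with enzyme and substrate and 100% = no enzyme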
PLCg1 inh: PLC-gamma1 (human) inhibition, primary screen | P19174 | purified PLC-gamma1, fluorogenic substrate, fluorescence | inhibition, % at 12.2 µM | hit rate 0.84% among 370,000 | AID 720700; in the data active = inhibition above about 9.5%
Target sequence (P19174 whole entry, looked up): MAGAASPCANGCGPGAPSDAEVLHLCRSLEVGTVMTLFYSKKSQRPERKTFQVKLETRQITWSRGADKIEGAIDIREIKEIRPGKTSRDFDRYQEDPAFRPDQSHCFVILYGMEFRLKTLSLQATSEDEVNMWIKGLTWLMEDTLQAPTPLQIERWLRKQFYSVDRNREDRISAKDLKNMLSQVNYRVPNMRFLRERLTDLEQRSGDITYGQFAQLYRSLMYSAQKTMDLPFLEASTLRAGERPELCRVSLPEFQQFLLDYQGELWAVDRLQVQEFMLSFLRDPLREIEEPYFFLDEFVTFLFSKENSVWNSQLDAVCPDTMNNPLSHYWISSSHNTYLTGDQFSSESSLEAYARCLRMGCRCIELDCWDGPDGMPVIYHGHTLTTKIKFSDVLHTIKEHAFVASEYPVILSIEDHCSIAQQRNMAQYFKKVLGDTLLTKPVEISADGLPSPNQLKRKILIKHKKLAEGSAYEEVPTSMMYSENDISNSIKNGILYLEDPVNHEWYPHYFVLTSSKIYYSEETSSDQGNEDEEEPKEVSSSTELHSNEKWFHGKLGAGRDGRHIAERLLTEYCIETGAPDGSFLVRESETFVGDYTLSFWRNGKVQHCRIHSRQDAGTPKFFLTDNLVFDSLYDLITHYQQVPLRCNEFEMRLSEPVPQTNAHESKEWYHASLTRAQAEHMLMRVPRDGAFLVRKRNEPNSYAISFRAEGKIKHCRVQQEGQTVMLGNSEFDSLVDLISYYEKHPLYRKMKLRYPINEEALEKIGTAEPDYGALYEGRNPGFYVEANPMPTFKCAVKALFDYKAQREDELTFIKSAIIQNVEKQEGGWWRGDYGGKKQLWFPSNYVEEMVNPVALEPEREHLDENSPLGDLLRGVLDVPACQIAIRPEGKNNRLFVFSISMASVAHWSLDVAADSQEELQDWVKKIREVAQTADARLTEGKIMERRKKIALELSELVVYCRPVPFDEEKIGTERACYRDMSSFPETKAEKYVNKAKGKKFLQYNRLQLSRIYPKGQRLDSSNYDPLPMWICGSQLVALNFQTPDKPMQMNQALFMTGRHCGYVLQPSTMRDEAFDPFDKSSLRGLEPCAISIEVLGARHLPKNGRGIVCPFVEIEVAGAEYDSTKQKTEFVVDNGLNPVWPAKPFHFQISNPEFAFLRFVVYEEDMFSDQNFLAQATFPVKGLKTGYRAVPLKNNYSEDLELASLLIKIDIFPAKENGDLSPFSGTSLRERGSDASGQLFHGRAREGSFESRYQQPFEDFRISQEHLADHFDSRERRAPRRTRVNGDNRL
TDP2 inh: blocks human TDP2 phosphodiesterase activity; O95551; recombinant TDP2, T5PNP hydrolysis, p-nitrophenol absorbance 415 nm; inhibition, % at 12.8 µM; hit rate 0.34% among 370,000;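 active = inhibition above the mean of all tested compounds plus 3 SD, set per campaign, cut at about 25% in these data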;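 also: 0% = DMSO with enzyme and 100% = buffer with substrate but no TDP2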
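Test system: human TDP2 enzyme; Input: 120 nM TDP2 per well; Buffer or medium: Mg2+-containing Tris-HCl buffer, pH 7.5; Reagent: 5 mM T5PNP; Dosing: 12.8 µM single point, 1% DMSO; Incubation: reaction 2 h, 37 °C; Detection: p-Nitrophenol epi absorbance; Read-out: % inhibition relative to enzyme-containing and enzyme-free wells; Replicates: single well per compound.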
ARFGAP1 inh: rat ARFGAP1 inhibition; Q62848; Arfgap1-stimulated ARF1 GTP hydrolysis, GDP FP detection; inhibition, % at 16.5 µM; hit rate 0.26% among 360,000; AID 651572;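 active = inhibition above a per-plate limit, mean inhibition of low control wells plus 3 SD, cut at about 25% in these data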;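 also: 0% = DMSO wells with enzyme and 100% = wells lacking Arfgap1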
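Assay system: purified rat His6-Arfgap1 residues 1-136 (GAP domain); Reagent: human Δ17 ARF1 bound to GTP; Dosing: 16.5 µM single point, 1.26% DMSO; Times: GTP hydrolysis reaction 2 h at 25 °C; Signal: FP, GDP Alexa 633 tracer displaced from anti-GDP antibody, 620/688 nm; Measure: % inhibition from polarization.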
Tn6 DDE FP: inhibitors of Tn6 peptide binding to human fibrin DD(E); hit rate 0.21% among 370,000; P02675; AID 720509; Fibrin DD(E) TRITC-Tn6 fluorescence polarization displacement; inhibition, % at 8.3 µM;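 active = inhibition above a per-campaign cutoff: mean of compounds within control limits plus 3 SD, cut at about 15% in these data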;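 also: 0% = median of all compound wells on the plate and 100% = blocking peptide control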
ADAM10 inh: ADAM10 inhibition, QFRET primary screen | O14672 | inhibition, % at 7 µM | AID 720582 | hit rate 0.62% among 370,000 | recombinant ADAM10, EDANS/DABCYL FRET peptide cleavage, 3 h;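 active = inhibition above a per-campaign cutoff equal to the mean of compounds falling between control-based bounds plus 3 SD, cut at about 20% in these data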;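 also: 0% = DMSO wells while the 100% control is not disclosed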
Tn7 DDE FP: disrupts Tn7 cyclic peptide binding to fibrin D-Dimer-E complex. hit rate 0.13% among 370,000. AID 720508. inhibition, % at 8.3 µM. FP displacement of FITC-Tn7 peptide from fibrin DD(E); 0% = median of compound wells per plate. P02675;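 active = inhibition above the mean of compounds falling within the control limits plus 3 SD of them, cut at about 14% in these data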;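 also: 0% = plate median of compound wells and 100% = 10 µM Aha-Tn7 peptide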
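Assay system: human fibrin DD(E). Input: DD(E) 2 µM final. Medium: Tris buffer with calcium and detergent, pH 7.8. Compound dosing: single point at 8.3 µM. Timing: 10 min plus 3 h, room temperature. Technique: fluorescence polarization of the labelled Tn7 tracer. Read-out: percent inhibition. Replicates: singlicate testing.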
Active calls of the source: *; / = no result given.

Values run as follows: ADAM17 inh, KLK7 zymogen act, LEDGF integ inh, ASAP1 GAP inh, PLCg1 inh, TDP2 inh, ARFGAP1 inh, Tn6 DDE FP, ADAM10 inh, Tn7 DDE FP
CCc1c(C(=O)N/N=C/c2ccco2)nnn1-c1nonc1N
    1.1, 0.5, -2.8, 0.8, 0.4, 5.8, 3.1, -1.8, -4.4, -6.5
CCCCC[C@@H](C)N1C[C@@H](COCc2ccccc2)Oc2cc(N3CC[C@H](N(C)C)C3)ccc2S1(=O)=O
    -1.4, 0.9, -0.2, -2.4, 1.1, -5.6, -2.0, -1.7, 5.7, 1.8
CC(C)CCCNc1nc(N2CCOCC2)nc(N2CCOCC2)n1
    0.3, -0.5, -1.5, -11.7, 1.6, -1.4, 1.1, 7.1, -8.7, 1.0
Cc1ccc(/C(N)=N/OC(=O)c2cc(-c3ccccc3)nc3ccccc23)cc1
    -2.2, 0.4, -0.4, -3.9, -7.8, -8.1, 3.6, 2.8, -2.7, 9.7
Oc1[nH]c2ccc(Br)cc2c1N=NC(=S)NCC1CCCO1 (configuration not stated)
    -2.3, 0.1, -5.0, 6.8, 0.9, 3.3, 6.8, 5.3, 2.4, 6.3
Cc1ccc(N2C(=O)C(O)(C(F)(F)F)C3=C2CC(C)(C)CC3=O)cc1 (configuration not stated)
    -0.8, -0.4, -1.2, 2.4, 1.3, -0.3, -6.2, 0.7, 2.6, 4.6
Cc1cc(C)n2nc(SCC(=O)N3CCCCC3C)nc2n1 (configuration not stated)
    0.4, -0.3, 3.0, -8.2, -0.9, 2.1, -2.9, 1.6, -2.1, 0.8
COc1cc(NC(=O)CN(C)S(=O)(=O)c2ccc3c(c2)CC(C)N3C(C)=O)cc(OC)c1 (configuration not stated)
    -2.2, 0.3, -3.0, -11.2, -2.1, 1.1, 13.7, -5.3, -1.7, 10.6
O=C(CSC1=NCCS1)NCc1ccco1
    -1.1, -0.1, 0.1, -6.3, -3.1, -5.7, 7.1, 8.4, 6.1, 4.6
CCCC1(c2ccccc2)NC(=O)N(CC(=O)Nc2cc(OC)cc(OC)c2)C1=O (configuration not stated)
    1.8, -0.6, 1.2, -6.7, 0.5, 6.3, 10.6, -12.6, 6.0, -3.0
COc1ccc(Cl)cc1NC(=O)CN(C)C(=O)c1cc(-c2ccncc2)nc2ccccc12
    0.0, 0.3, 16.1*, 2.0, -1.8, -2.5, 1.1, -6.4, -7.0, -4.8
COc1ccc(NC(=O)c2cccc3c(Br)cccc23)cc1
    -2.6, -0.2, -3.4, 4.9, 0.7, -2.4, -8.3, 8.0, -3.3, 1.8
Cc1ccc(C)c(C(=O)COC(=O)c2cc([N+](=O)[O-])ccc2NCCO)c1
    6.2, 0.0, 3.8, -7.8, 3.0, 2.7, 14.0, -5.3, 14.3, 4.8
CCC(C)(C(=O)NC1CCCC1)N(C(=O)CC1NC(=O)NC1=O)c1ccc(C)cc1 (configuration not stated)
    -8.3, -0.1, -2.0, -11.1, 2.4, -2.6, 6.1, -3.5, 3.6, 1.3
COc1ccc(-c2nc(CN3CCC(C(=O)N4CCOCC4)CC3)c(C)o2)cc1OC
    -1.7, 0.4, 3.4, 2.9, 1.4, -1.3, 4.7, -1.3, -0.1, 1.2
Cc1cccc(C)c1NC(=O)C(=O)NCc1ccccn1
    4.4, -0.2, -1.0, 7.9, 2.6, 0.6, 2.3, -6.2, 11.2, 5.6
CCCCn1nnnc1SCC(=O)c1cc(Cl)ccc1OC
    -1.4, -0.3, 1.3, 3.6, -2.4, -7.2, 0.7, 5.1, 2.8, -4.5
c1ccc(Nc2nnc(-c3cccc4ccccc34)o2)cc1
    -3.7, -0.1, 0.5, 6.2, -100.6, 2.2, 12.1, 3.2, -11.6, -0.6
CCNC(=O)NC(=O)COC(=O)CCCSc1nc2ccccc2s1
    2.0, 0.1, 6.6, 2.7, 3.5, -21.4, -6.6, 1.0, 10.3, -12.1
Cc1cccc(N(Cc2ccccc2)C(=O)c2ccccc2S(C)(=O)=O)c1
    0.6, 0.1, -0.2, 11.6, 0.5, -5.3, -5.3, -0.5, -16.9, -0.9

(listing goes on)
Values run as follows: ADAM17 inh, KLK7 zymogen act, LEDGF integ inh, ASAP1 GAP inh, PLCg1 inh, TDP2 inh, ARFGAP1 inh, Tn6 DDE FP, ADAM10 inh, Tn7 DDE FP
O=C(c1cccc(Cl)c1)N1CCN(c2ccnc3cc(Cl)ccc23)CC1
    -1.6, /, 2.6, /, -5.5, 2.6, /, 1.0, 1.9, -2.2
O=C(O)CCNC(=O)c1ccccc1
    -4.1, 0.1, -2.5, 12.7, -0.3, -3.7, -3.1, 1.7, 3.7, 11.4
CNC(=S)N1CCC(NC(=O)C(Cc2ccc(F)cc2)NC(C)=O)CC1 (configuration not stated)
    -3.9, -0.7, -0.5, 6.0, 0.6, -2.0, -1.9, 3.8, -12.3, 1.5
COc1ccc(CCN2CC(C(=O)NCC(=O)Nc3ccc(F)c(F)c3)CC2=O)cc1OC (configuration not stated)
    2.2, -0.2, 2.4, -14.8, 0.3, -11.9, 5.0, -0.1, 2.7, -4.7
C=CCNC(=S)NC(=O)c1csc([N+](=O)[O-])c1
    4.7, 1.1, 3.7, -0.2, 0.6, -17.0, -2.8, 0.7, 0.7, -2.4
O=C(CN1CCOCC1)NCCNS(=O)(=O)c1ccccc1
    -0.3, 0.6, 1.2, -10.3, 0.3, 20.2, -4.5, -3.1, -0.1, 1.3
C#CCOCCOCCOCCNc1nc(N2CCOCC2)nc(N2CCN(C(=O)CCCCCCCCCCNC(=O)[C@@H](CCC(=O)O)n3cc(CCCCCN)nn3)CC2)n1
    -5.2, 0.1, -1.1, 7.2, 0.2, 4.1, 9.7, 0.3, -3.7, 3.2
COc1ccc(C(C)=O)cc1CC(=O)N(Cc1ccccc1)c1ccccc1
    -2.6, 0.1, -1.0, -21.3, 0.6, -9.3, -7.7, 0.4, 3.0, -2.1
Cc1ccc(C2(C)NC(=O)N(CC(=O)Nc3ccccc3C(=O)N3CCCCC3)C2=O)cc1 (configuration not stated)
    -6.5, 0.1, -1.7, 1.5, 3.0, 5.6, 12.3, 3.9, 1.9, -4.3
O=C1NC(NS(=O)(=O)c2ccccc2)(C(F)(F)F)C(=O)N1c1cccc(Cl)c1 (configuration not stated)
    -3.8, -0.6, -1.4, -2.3, -0.6, 2.4, 1.1, 2.6, 0.6, 1.5
COc1ccc(/C=N/NC(=O)c2cccc(NC(=O)c3ccccc3)c2)c(C(=O)O)c1OC
    -3.0, 0.9, 1.4, -15.2, -11.5, 10.1, 12.1, 0.5, -3.7, 0.3
CCOC(=O)C1CCN(C(=O)CCc2c(C)nc3cc(-c4ccc(OC)cc4OC)nn3c2C)CC1
    -6.4, -1.2, 1.0, 3.5, -45.2, -19.2, -3.3, -4.2, -39.0, 1.9
CCCCn1c(N)c(N(CC)C(=O)C2=NN(c3ccccc3)C(=O)CC2)c(=O)[nH]c1=O
    -3.2, 0.5, 1.5, -10.3, -0.6, 0.0, 11.2, -2.6, -8.2, -2.8
O=C(NCCNC(=O)C1CC2CCC1C2)C1CC2CCC1C2 (configuration not stated)
    -2.2, -0.1, 2.0, -1.8, 0.8, 2.9, 12.2, -9.7, 5.3, -0.4
O=C(NCC(c1ccccc1)c1ccccc1)[C@H](Cc1ccccc1)NC1(C(=O)NC2CCCCC2)CCC1
    -0.9, /, 1.9, /, -1.5, -5.7, /, 2.0, 2.4, -4.0
O=C(O)C(c1ccccc1)c1ccccc1
    -2.7, -0.6, 5.0, -1.4, 4.5, -9.5, -10.2, -5.9, 5.7, -4.3
Oc1cccc(-c2nc3ccc4ccccc4c3c3c2CCC3)c1
    -1.1, -0.3, -0.5, 8.2, -3.2, -7.1, 4.8, -6.1, 0.4, 1.0
COc1ccc(NC(=O)C2CCN(S(=O)(=O)c3c(C)noc3C)CC2)cc1
    -3.5, 0.0, -1.5, -6.4, -0.2, 6.3, -14.5, -5.8, 6.1, -2.9
C=CCc1c(C)nc(-c2ccccc2)nc1N/N=C/c1ccccc1
    1.6, 13.8*, 53.2*, 10.0, -6.8, -3.7, 1.7, -2.3, -2.0, 6.2
COc1ccc(C(NC(=O)/C=C/c2ccco2)c2ccc(OC)c(OC)c2)cc1OC
    1.3, -0.2, 4.4, 1.1, -4.7, 1.9, 3.0, 1.4, 5.9, -1.4

(cont.)
Values run as follows: ADAM17 inh, KLK7 zymogen act, LEDGF integ inh, ASAP1 GAP inh, PLCg1 inh, TDP2 inh, ARFGAP1 inh, Tn6 DDE FP, ADAM10 inh, Tn7 DDE FP
C[C@@H]1NS(=O)(=O)[C@H]2C[C@@H]3C=C[C@]2(O3)[C@H]1OC(=O)Nc1ccc(C(F)(F)F)cc1[N+](=O)[O-]
    0.2, 0.2, -0.1, 10.1, 3.9, 8.1, 12.3, -5.5, 5.1, 5.6
Cn1cnnc1SCC(=O)NNC(=O)COc1ccc(Cl)cc1
    1.4, -0.3, 2.5, 0.6, 3.8, -4.2, -9.3, -6.5, 4.2, 3.3
O=C1OCC/C1=C\c1ccccc1
    0.0, 0.8, -4.2, 5.2, -2.0, -10.9, 3.5, 3.9, 7.1, -0.4
CC(C)CNC(=O)CN1C(=O)NC(Cc2c[nH]c3ccccc23)C1=O (configuration not stated)
    -2.7, -0.5, 0.3, -0.7, 1.7, 11.6, 1.2, -0.1, -1.5, 0.3

Reprinted at random: 2 entries already listed
Values run as follows: ADAM17 inh, KLK7 zymogen act, LEDGF integ inh, ASAP1 GAP inh, PLCg1 inh, TDP2 inh, ARFGAP1 inh, Tn6 DDE FP, ADAM10 inh, Tn7 DDE FP
CCCCn1c(N)c(N(CC)C(=O)C2=NN(c3ccccc3)C(=O)CC2)c(=O)[nH]c1=O
    -3.2, 0.5, 1.5, -10.3, -0.6, 0.0, 11.2, -2.6, -8.2, -2.8
CCC(C)(C(=O)NC1CCCC1)N(C(=O)CC1NC(=O)NC1=O)c1ccc(C)cc1 (configuration not stated)
    -8.3, -0.1, -2.0, -11.1, 2.4, -2.6, 6.1, -3.5, 3.6, 1.3
